# Screens: PubChem, several laboratories
# E coli RNAP – Escherichia coli RNA polymerase inhibition. AID 559. E. coli RNA polymerase, fluorescence transcription assay. inhibition, %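 (tested at 10 µM)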. actives 0.2% (n = 62,000); in the data active means inhibition above about 20%;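 further: 0% = enzyme without compound and 100% = no enzyme blank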
# JNK3 blocker – inhibitors of human JNK3 kinase; inhibition, % at 8 µM; purified JNK3 kinase activity, HTS; actives 0.61% (n = 60,000); in the data active means inhibition above about 17%;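 further: 0% = DMSO and 100% = reference inhibitor; many of its hits are not listed in these tables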
# CatS inh – inhibitors of human cathepsin S | P25774 | recombinant cathepsin S, AMC dipeptide fluorescence, pooled mixtures | inhibition, %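 (tested at 5 µM per compound within 10-compound mixtures)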 | actives 0.06% (n = 62,000) | AID 501; in the data active means inhibition above about 32%, passing the limit was not always enough;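 further: 0% = enzyme without compound and 100% = blank without enzyme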
# Target sequence (P25774 115-331 limits assumed): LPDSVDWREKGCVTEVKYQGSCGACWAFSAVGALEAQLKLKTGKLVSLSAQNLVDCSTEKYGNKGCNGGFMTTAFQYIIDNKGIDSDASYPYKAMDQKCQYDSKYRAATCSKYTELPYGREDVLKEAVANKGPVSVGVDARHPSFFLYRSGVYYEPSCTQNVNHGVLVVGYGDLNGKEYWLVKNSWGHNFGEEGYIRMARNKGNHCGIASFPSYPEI
# AP complement – alternative pathway complement inhibition, orthogonal assay; Human serum alternative complement pathway, LPS-coated ELISA, C3 deposition; tested in compound mixtures; AID 1235; inhibition, % at 5 µM; actives 0.08% (n = 62,000);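 active means inhibition above 30% in each of the two pooled mixtures holding the compound, so the lower value exceeds 30%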;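 further: 0% = serum in Mg-EGTA without compound and 100% = EDTA serum blank; some compounds past the cut are filed as inactive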
#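 Assay system: human serum alternative complement pathway, C3 deposition on LPS-coated wells; Dosing: 5 µM per compound in ten-compound mixtures; Detection: Anti-C3 ELISA, OD 450 nm; Buffer or medium: Mg2+-EGTA GVB++ buffer containing human serum at 1:15 dilution; Timing: 1 h at 37 °C; Replication: two different pools per compound.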
# RORA act – RORA (human) activation | P35398 | CHO-K1 Gal4-RORA LBD luciferase reporter, luminescence; percent increase over mock-subtracted basal signal | activation, % at 10 µM | actives 1.5% (n = 65,000) | AID 560;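 active means activation above the mean of all tested compounds plus 3 SD, cut at about 49% in these data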;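 further: 0% = DMSO-treated RORA cells and 100% = added signal equal to DMSO minus mock-transfected cells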
# Target sequence (P35398 whole entry, looked up, the tested form may be a part): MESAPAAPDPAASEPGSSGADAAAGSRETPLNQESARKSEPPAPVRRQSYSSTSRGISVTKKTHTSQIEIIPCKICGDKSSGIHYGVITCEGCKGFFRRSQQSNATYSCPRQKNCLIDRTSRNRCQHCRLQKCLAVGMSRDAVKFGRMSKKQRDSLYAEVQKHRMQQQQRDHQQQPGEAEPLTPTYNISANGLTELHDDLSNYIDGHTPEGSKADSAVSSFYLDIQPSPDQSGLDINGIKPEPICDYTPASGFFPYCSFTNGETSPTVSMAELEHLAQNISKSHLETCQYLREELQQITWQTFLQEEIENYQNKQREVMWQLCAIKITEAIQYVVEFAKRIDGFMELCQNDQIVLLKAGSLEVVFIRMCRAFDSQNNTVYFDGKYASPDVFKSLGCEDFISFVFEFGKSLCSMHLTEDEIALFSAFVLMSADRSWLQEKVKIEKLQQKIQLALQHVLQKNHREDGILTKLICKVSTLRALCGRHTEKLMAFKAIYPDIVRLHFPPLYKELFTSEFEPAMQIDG
# CatB mix inh – inhibitors of human cathepsin B in compound mixtures | P07858 | Purified cathepsin B, AMC dipeptide fluorescence | inhibition, %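 (ten-compound pools at 5 µM per compound and 50 µM total)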 | actives 0.06% (n = 62,000); in the data active means inhibition above about 22%, passing the limit was not always enough;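 further: 0% = enzyme without compound and 100% = no enzyme blank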
# CatB block – blocks human cathepsin B protease activity; P07858; purified cathepsin B, fluorogenic substrate, fluorescence; inhibition, %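 (tested at 10 µM)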; actives 0.1% (n = 63,000); AID 453; in the data active means inhibition above about 21%;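 further: 0% = enzyme with no compound and 100% = no enzyme blank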
# ROCK2 inh – blocks human Rho kinase 2 activity. purified ROCK2, Kinase-Glo ATP depletion luminescence. inhibition, % at 6 µM. actives 0.35% (n = 60,000);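 active means inhibition above the screen-wide mean inhibition plus 3 SD, cut at about 18% in these data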;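 further: plate controls were DMSO wells for no effect and Y-27632 control wells after no-enzyme background subtraction for full effect; many of its hits are not listed in these tables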
# PKA kinase inh – PKA (human) kinase inhibition; AID 524; actives 0.1% (n = 65,000); PKA Kemptide phosphorylation, Kinase-Glo ATP luminescence; P17612; inhibition, % at 6 µM;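 active means inhibition above the screen-wide mean inhibition plus 3 SD, cut at about 21% in these data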; further: many of its hits are not listed in these tables
# The depositor's hits bear a star; . = no result given. Not all compounds are listed. The share of hits here may be higher or lower than overall.
SMILES,E coli RNAP,JNK3 blocker,CatS inh,AP complement,RORA act,CatB mix inh,CatB block,ROCK2 inh,PKA kinase inh
CCOc1ccc(C(=O)Nc2ccc(NC(=O)c3ccco3)c(Cl)c2)cc1Br,2.2,-0.9,-7.4,14.9,-7.3,2.6,0.6,-1.0,-3.3
Cc1noc(C)c1C(=O)NC1CCCc2ccccc21 (stereo not given),8.1,-3.8,15.6,-1.9,-10.1,8.2,3.8,1.7,-7.8
COc1ccc(C(=O)Cn2nnc(-c3cccs3)n2)cc1,7.8,-1.8,0.6,1.8,-4.0,1.9,1.2,9.2,3.9
Cc1nnc(SCC(=O)NCCc2ccccc2)[nH]c1=O,.,-4.8,-4.7,-5.7,-7.2,0.2,-0.1,4.0,13.3
Clc1ccc(Cc2noc(-c3cccs3)n2)cc1,2.0,4.5,15.7,-0.7,39.8,2.0,7.1,0.9,4.1
CC12CCC(C(=O)N(CCC#N)CCC#N)(CC1=O)C2(C)C (stereo not given),.,-1.3,.,.,-4.8,.,.,-14.1,0.1
CCOc1cc(/C=N/n2cnnc2)cc(Br)c1O,-2.3,-7.7,6.0,10.2,-8.4,-2.8,1.1,3.4,7.3
CC(C)CCSc1nnc(Cn2c(=O)sc3ccccc32)n1C,5.5,-0.6,10.0,5.3,-0.9,0.6,4.2,-4.7,5.4
CCn1c(=O)c2cc(C(=O)N3CCCC3)sc2c2ccccc21,-5.4,0.9,1.3,11.0,5.6,2.5,-2.3,0.7,2.3
CC(=O)Nc1ccc(C(=O)OC2CCOC2=O)cc1 (stereo not given),6.0,-2.7,16.0,-2.4,-7.2,-2.3,3.2,-2.1,10.3
CCOC(=O)c1c(C)c2c(n1C)CCC/C2=N\O,6.4,2.9,5.7,-11.0,1.5,-1.7,-0.2,3.8,9.1
O=C(NCCN1C(=O)CSC1=O)C1CC(=O)N(c2ccccc2)C1 (stereo not given),5.2,-3.5,-10.0,6.1,-1.5,-2.2,-0.8,9.0,13.3
COCCNC(=O)CS(=O)Cc1nc(-c2ccc(OC)cc2)oc1C (stereo not given),1.7,-2.2,-0.2,12.2,-5.1,3.0,2.6,7.9,5.2
CCCCOc1ccccc1NC(=O)C=C(C)C,6.8,7.7,9.3,-1.2,-8.3,-1.6,-3.4,4.0,10.1
Cc1[nH]nc2c1C(=O)CC(C)(C)C2,9.4,-1.2,5.8,0.3,-3.4,3.8,1.2,-6.1,3.4
CCOC(=O)c1oc2ccccc2c1CSc1nnnn1-c1ccc(C)cc1,-3.0,-3.5,15.0,-14.5,-12.1,6.9,8.3,3.9,2.4
Cc1nn2c3ccccc3nc2c2ccccc12,5.0,.,6.3,-2.1,31.2,0.4,-0.2,.,8.2
COc1ccc(C(=O)N2CCC(C(=O)Nc3ccc(OC)c(OC)c3)CC2)cc1,10.5,-8.3,6.1,1.7,-1.3,-1.2,-0.2,1.8,4.1
CCOC(=O)c1cc2sccc2n1CC(=O)Nc1ccc(OC)c(OC)c1,4.0,-6.0,10.8,7.0,11.8,3.0,2.7,1.1,3.9
OCCN1CCN(c2nc(-c3ccccc3)nc3c2oc2ccccc23)CC1,7.4,-5.2,10.5,5.7,9.3,-1.3,-2.0,-0.8,-3.5
CCOc1cc(S(=O)(=O)NCc2ccc3c(c2)OCO3)ccc1F,3.9,-1.1,2.2,10.8,-24.1,4.4,-4.1,0.8,-0.9
COc1ccccc1NC(=O)C1=C(C)NC(=O)NC1c1cccc(OC)c1OC (stereo not given),-0.9,1.8,8.8,-4.9,28.2,-3.7,0.1,-1.2,-9.1
O=S(=O)(NC1CCN(Cc2ccccc2)CC1)c1cccc(S(=O)(=O)N2CCOCC2)c1,-2.5,.,-5.3,3.6,-16.3,1.0,4.1,.,-5.5
O=C(NC1CCS(=O)(=O)C1)c1cn(-c2ccccc2)nc1-c1ccccc1 (stereo not given),0.9,-5.8,0.6,10.7,-2.0,-1.1,-1.8,-4.0,10.0
CC1CCN(C(=O)CSc2nncn2-c2ccccn2)CC1,8.7,5.3,-3.0,15.8,15.3,0.7,1.9,5.6,16.0
CCOc1ccc(NC(=O)c2nnn(CC(=O)Nc3ccccc3OCC)c2N)cc1,3.9,7.4,-3.6,12.9,6.5,3.7,6.5,8.1,13.1
O=C(COC(=O)c1cccc(S(=O)(=O)N2CCOCC2)c1)Nc1ccc2c(c1)OCO2,7.8,2.6,8.5,2.8,-19.0,-4.3,1.2,2.8,4.3
COc1ccc(OC)c2c(N)c(C#N)c(C(F)(F)C(F)(F)F)nc12,0.4,3.5,7.7,3.6,-4.2,5.9,6.6,-5.0,5.8
NC(=O)CSc1nnc(CNc2ccc(F)cc2)n1CC1CCCO1 (stereo not given),9.4,-1.4,-0.3,14.7,-8.0,13.9,0.7,3.7,8.1
CCN1CCN(C(=O)c2cc3sccc3n2CC(=O)c2ccccc2)CC1,8.9,.,4.5,2.0,7.8,-6.1,-2.1,.,2.8
Cc1nc2ccc(NC(=O)c3ccc(S(=O)(=O)N4CCOCC4)cc3)cc2s1,-9.5,.,-17.7,14.3,.,-2.6,-1.3,.,.
Cc1cc(SCC(=O)NC(=O)NCc2ccco2)nc2c(C)cccc12,8.6,6.7,18.0,0.0,-3.1,3.8,8.6,7.8,11.9
NC12CC3CC(C1)CC(CO)(C3)O2,3.0,1.8,-10.5,7.8,14.9,2.4,-7.9,6.5,7.6
Cc1nc(SCC(=O)N(C)Cc2ccco2)c2c(C)c(C)sc2n1,5.6,-4.1,-0.7,3.1,-12.3,2.4,5.2,4.7,5.9
Cc1cnc(NC(=O)CSc2nnc(-c3ccncc3)n2C2CCCCC2)s1,1.4,-3.5,11.6,7.7,-0.3,5.8,7.8,-2.6,2.0
Cc1cccc(-n2nnnc2SC(C)C(=O)NCCC2=CCCCC2)c1 (stereo not given),-7.2,.,3.5,19.7,10.3,-1.1,-2.8,.,-3.4
CC(C(=O)NC1=NCCS1)N1C(=O)c2ccccc2C1=O (stereo not given),3.4,-1.8,-0.8,1.4,3.6,0.7,1.9,7.8,8.3
CCc1nc2scc(-c3ccccc3)c2c(=O)n1N,-14.4,.,8.9,-16.5,-14.3,-0.5,2.2,.,-0.7
CCOC(=O)c1cnn(-c2ncnc3sc(CC)cc23)c1N,5.7,.,2.7,18.6,-3.6,2.2,-3.6,.,7.7
COc1ccc(-c2noc(CCC(=O)NCc3cc(Br)ccc3OC)n2)cc1,2.6,.,-11.8,-11.0,-19.0,-13.5,5.0,.,3.3

# Ordered by value in JNK3 blocker (high to low): 3 from the list above
mol,JNK3 blocker
NC12CC3CC(C1)CC(CO)(C3)O2,1.8
CC(C(=O)NC1=NCCS1)N1C(=O)c2ccccc2C1=O (stereo not given),-1.8
Cc1cnc(NC(=O)CSc2nnc(-c3ccncc3)n2C2CCCCC2)s1,-3.5

# Next section
SMILES,E coli RNAP,JNK3 blocker,CatS inh,AP complement,RORA act,CatB mix inh,CatB block,ROCK2 inh,PKA kinase inh
COc1ccc(S(=O)(=O)N(C)CC(=O)NCc2cccnc2)cc1,9.9,.,10.9,4.7,29.7,5.6,4.9,.,6.1
COC(=O)C1=C(C)NC(=O)C1(NC(=O)CN1CCCC1=O)C(F)(F)F (stereo not given),11.2,-6.2,0.8,5.6,-18.7,-8.2,0.0,6.7,12.4
c1ccc(Cn2c(Nn3cnnc3)nc3ccccc32)cc1,3.8,-3.8,-2.8,22.6,-0.5,5.8,-3.5,1.6,1.1
CC1C2C(C)N(C)C(=O)N(C)C2N(C)C(=O)N1C (stereo not given),-3.5,4.1,-2.7,16.0,-27.1,5.5,4.2,5.4,7.0
CCCCCN(C(=O)NC(=O)NC(C)CC)S(C)(=O)=O (stereo not given),-0.3,-1.1,-1.5,14.9,-15.9,5.8,0.9,-0.6,-3.4
COc1ccc(-c2c(C)oc3cc(O)cc(O)c3c2=O)cc1OC,5.1,1.2,15.5,23.1,4.4,0.7,2.2,1.9,3.2
COc1cc(OC)cc(-c2nnc(SCc3c(F)cccc3Cl)o2)c1,-4.3,5.7,0.9,18.7,9.4,-2.4,0.7,-3.0,-4.9
Cn1cc(S(=O)(=O)Nc2ccc(Br)cc2F)c(=O)n(C)c1=O,6.2,6.4,3.2,8.7,-0.3,-0.3,-1.3,1.5,7.6
COc1c(C(=O)Nc2c(C)n(C)n(-c3ccccc3)c2=O)ccc2ccccc12,5.5,-5.4,-1.8,3.4,-0.6,2.9,0.0,4.0,1.9
COc1ccccc1-c1cc(C(F)(F)F)nc(N2CCOCC2)n1,7.3,.,4.7,5.4,0.0,2.5,3.7,.,-1.3

# In the list so far, 2 have an NH in an aromatic ring.
SMILES,E coli RNAP,JNK3 blocker,CatS inh,AP complement,RORA act,CatB mix inh,CatB block,ROCK2 inh,PKA kinase inh
Cc1nnc(SCC(=O)NCCc2ccccc2)[nH]c1=O,.,-4.8,-4.7,-5.7,-7.2,0.2,-0.1,4.0,13.3
Cc1[nH]nc2c1C(=O)CC(C)(C)C2,9.4,-1.2,5.8,0.3,-3.4,3.8,1.2,-6.1,3.4

# Going on with the list:
SMILES,E coli RNAP,JNK3 blocker,CatS inh,AP complement,RORA act,CatB mix inh,CatB block,ROCK2 inh,PKA kinase inh
COc1ccc(S(=O)(=O)Nc2ccccn2)cc1OC,0.2,3.7,4.7,1.5,1.1,-3.6,2.5,3.9,7.7
COc1ncnc2c1N[C@@](C)(O)c1c(F)c(F)c(F)c(F)c1S2,6.5,4.7,-2.0,1.0,11.5,0.4,2.4,1.6,5.8
CC12CN(Cc3ccccc3)CC(C)(CN(Cc3ccccc3)C1)C2=NO,9.6,1.4,15.6,0.9,5.6,6.3,.,-0.5,10.4
COCCNC(=O)C(C)OC(=O)c1cc2occc2n1C (stereo not given),12.6,-6.4,0.9,1.2,-1.2,-3.0,-1.8,0.5,1.2
CS(=O)(=O)NCc1ccc(C(=O)NC2CCCCC2)cc1,-0.1,5.9,-4.3,22.3,1.5,3.8,-3.7,1.2,-3.5
COc1ccccc1-n1c(CNC(=O)c2ccc(S(=O)(=O)N3CCOCC3)cc2)n[nH]c1=S,10.1,.,7.0,8.6,-19.7,7.1,-1.0,.,0.6
O=C(Cn1ccc2ccccc2c1=O)N1CCN(c2cccc(Cl)c2)CC1,5.8,2.0,18.0,7.7,3.2,5.6,-1.8,1.0,-0.3
O=C(O)CC(NC(=O)OCc1ccccc1)c1ccccc1 (stereo not given),2.2,-5.8,-0.5,17.2,2.0,6.4,-3.3,-2.5,2.4
CCN(CC)CCSc1nc(O)c(C(C)C)c(=O)[nH]1,8.6,.,10.3,0.3,-15.2,1.1,8.9,.,0.7
CC(C)CCNC(=O)c1cccc(Cl)c1,7.8,-3.6,2.9,11.8,7.8,1.6,6.3,9.8,7.8
Cc1ccc2nc(N3CCC(C(=O)O)CC3)nc(-c3ccccc3)c2c1,7.9,-3.7,1.7,14.4,-17.9,3.3,3.2,4.2,-6.6
CCC(=O)N1CCc2cc(S(=O)(=O)N(CC)c3cccc(C)c3)ccc21,4.8,.,2.4,11.9,-7.1,4.0,-5.5,.,-1.9
CC1(c2cnc(Nc3ccccc3)s2)CCC(=O)O1 (stereo not given),3.6,-8.6,.,.,5.2,.,0.6,1.7,-2.1
CSc1nsc(SCC(=O)Nc2ccc3c(c2)OCCO3)n1,4.2,2.6,-0.5,5.7,32.2,-1.1,-0.8,2.7,1.3
Cc1ccc2[nH]c(=O)c3cc(C(=O)N4CCN(C(=O)c5ccco5)CC4)sc3c2c1,-7.4,-3.8,31.4,26.5,-1.0,0.1,-4.6,-1.1,-8.0
